FXIIa inh 1536 = factor XIIa (human) inhibition; P00748; purified FXIIa, Boc-QGR-AMC fluorogenic substrate, 2 h; inhibition, % at 5 µM; 220,000 compounds, 0.3% hits; in the data active = inhibition above about 40%;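 also: 0% = enzyme with no compound and 100% = blank without enzyme; many of its hits are not listed in these tables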
Target sequence (P00748 20-372 limits assumed): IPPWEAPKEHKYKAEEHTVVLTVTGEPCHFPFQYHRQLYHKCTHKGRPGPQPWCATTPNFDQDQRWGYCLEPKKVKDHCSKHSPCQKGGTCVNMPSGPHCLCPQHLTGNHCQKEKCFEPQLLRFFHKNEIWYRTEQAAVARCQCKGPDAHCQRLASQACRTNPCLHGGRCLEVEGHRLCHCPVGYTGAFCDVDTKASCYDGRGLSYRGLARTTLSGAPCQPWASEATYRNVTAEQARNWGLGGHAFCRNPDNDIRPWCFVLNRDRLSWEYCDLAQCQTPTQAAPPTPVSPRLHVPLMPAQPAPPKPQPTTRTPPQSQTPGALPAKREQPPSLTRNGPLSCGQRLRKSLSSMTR
Target sequence (P00748 373-615 limits assumed): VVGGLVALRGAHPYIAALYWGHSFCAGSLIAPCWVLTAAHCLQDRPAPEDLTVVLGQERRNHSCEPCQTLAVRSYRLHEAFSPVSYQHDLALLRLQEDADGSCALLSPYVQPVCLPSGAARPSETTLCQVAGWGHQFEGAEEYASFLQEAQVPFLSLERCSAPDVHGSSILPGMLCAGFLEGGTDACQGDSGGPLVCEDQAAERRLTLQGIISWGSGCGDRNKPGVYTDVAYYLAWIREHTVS
Runt-CBFb FRET = blocks binding of human RUNX1 Runt domain to CBFb; AID 1496; 220,000 compounds, 0.46% hits; Cerulean-Runt/Venus-CBFb FRET ratio 530/480, 1 h; Q01196+Q13951; inhibition, % at 20 µM;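 active = inhibition over about 50% at 20 µM in the single-dose screen, limit read from the data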;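 also: 0% = DMSO wells and 100% = excess unlabeled CBFb competitor control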
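Measured by: fluorescence energy transfer, 422 nm excitation, 530/480 nm emission; test system: Cerulean-tagged RUNX1 Runt domain (FRET donor) fusion protein; buffer or medium: Tris pH 7.5 buffer with BSA; compound: one dose, 20 µM compound, 1% DMSO; times: two 1 h room-temperature incubations shielded from light; benchmarks: unlabeled CBFb 5 µM, positive control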
14-3-3 Bad PPI = disrupts binding of bovine 14-3-3 zeta to phospho-Bad peptide; TR-FRET 14-3-3zeta/Dy647-pBad peptide displacement, 1 h; inhibition, % at 21.7 µM; 220,000 compounds, 0.71% hits;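 active = inhibition above about 70%, limit read from the data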;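 also: 0% = full 14-3-3 plus peptide FRET controls and 100% = background without 14-3-3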
FXIa inh = blocks human coagulation factor XIa protease activity | AID 798 | 220,000 compounds, 0.14% hits | P03951 | inhibition, % at 5 µM | purified FXIa, Boc-Glu-Ala-Arg-AMC fluorogenic substrate;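 active = inhibition of at least 40%; inactive = inhibition below 40%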;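 also: fluorescence of freed AMC excited at 355 nm; 0% = enzyme without compound and 100% = no enzyme blank; many of its hits are not listed in these tables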
hK5 inh = blocks human kallikrein 5 protease activity | Q9Y337 | recombinant hK5, fluorogenic AMC substrate cleavage | inhibition, % at 5 µM | 210,000 compounds, 0.59% hits;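 active = inhibition of 40% or more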;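 also: 0% = enzyme controls without compound and 100% = no-enzyme blanks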
Target sequence (Q9Y337 67-293 limits assumed): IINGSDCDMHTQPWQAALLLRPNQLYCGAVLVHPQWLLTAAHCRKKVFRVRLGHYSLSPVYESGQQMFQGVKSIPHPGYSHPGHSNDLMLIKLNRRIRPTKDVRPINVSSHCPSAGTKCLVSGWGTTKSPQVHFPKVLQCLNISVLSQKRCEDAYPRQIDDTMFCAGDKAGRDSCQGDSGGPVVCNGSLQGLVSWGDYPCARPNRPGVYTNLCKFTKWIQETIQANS
Thrombin inh = thrombin (human) inhibition; P00734; alpha-thrombin, Boc-VPR-AMC fluorogenic substrate cleavage; inhibition, % at 5 µM; 220,000 compounds, 0.26% hits; AID 1046;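 active = inhibition at or above 40%; inactive = inhibition below 40%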;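 also: 0% = enzyme with no compound and 100% = wells without enzyme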
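Material: human alpha-thrombin enzyme / Medium: pH 7.5 Tris (50 mM) with NaCl 150 mM, Tween 20 0.05% / Compound: single-point dosing at 5 µM, 0.2% DMSO / Incubation: enzyme reaction carried out at room temperature / Detection: AMC fluorescence, 355/460 nm / Read-out basis: percent inhibition scaled between no-compound controls and no-enzyme blanks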
Hck Nef HTS = blocks Nef-activated human Hck kinase; P08631; Recombinant Hck-YEEI plus Nef, Z-Lyte FRET kinase assay; inhibition, % at 20 µM; 220,000 compounds, 0.68% hits;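 active = Hck-Nef kinase inhibition above about 50%, limit read from the data; inactive = inhibition below that limit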;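 also: 0% = DMSO with Hck plus Nef and 100% = Hck alone without Nef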
Runt-SMMHC FRET = inhibitors of human RUNX1 Runt domain binding to CBFb-SMMHC. Q01196+Q13951. Cerulean-Runt/Venus-CBFb-SMMHC FRET ratio 530/480, 1 h. inhibition, % at 20 µM. 220,000 compounds, 0.74% hits. AID 1434;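 active = mean inhibition across duplicate retests at 20 µM reaching about 50%, limit read from the data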;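 also: 0% = DMSO wells and 100% = wells with excess untagged CBFb-SMMHC; inhibitors lower the FRET ratio by blocking Runt binding to CBFb-SMMHC; some results filed as inactive read as strong as hits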
Wee1 degr inh = inhibitors of human Wee1 degradation | P30291 | HeLa Luc-Wee1K328M stability, luciferase luminescence; 100% = proteasome inhibitor MG132 effect | reporter increase, % at 5 µM | 220,000 compounds, 1.2% hits;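 active = activation above the mean of all tested compounds plus 3 SD, set per screening run, cut at about 8.8% in these data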;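 also: cells exposed to compound for 20 h before luminescence read; 0% = DMSO alone and 100% = MG132 at 30 µM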
Starred values were filed as active, the others as inactive; i = inactive; nt = no result given; [ ] = dose if it differs, or a comment.

entry	molecule	FXIIa inh 1536	Runt-CBFb FRET	14-3-3 Bad PPI	FXIa inh	hK5 inh	Thrombin inh	Hck Nef HTS	Runt-SMMHC FRET	Wee1 degr inh
1	CCOc1ccc(CN2CCCC(CNC(=O)c3ccc(F)cc3)C2)cc1CO (centres undefined)	11.2	-1.0	-6.1	1.1	5.0	-2.3	25.4	-3.8	0.0
2	CC1CN(C(=O)CCn2c(=O)oc3ccccc32)CC(C)O1 (centres undefined)	-4.7	-3.1	-5.5	6.1	-13.3	1.2	-2.0	-1.7	-1.0
3	COc1cc(-c2ccccc2)nc(N)n1	-10.9	0.9	-7.1	-10.9	4.1	-4.1	1.4	-1.9	3.7
4	CCOc1ccc2nc(NC(=O)CN3CCOCC3)sc2c1	2.1	-0.3	2.0	3.8	-6.8	-6.6	21.1	2.6	-0.3
5	CCCCN(CCCNC(=O)C1CCN(S(=O)(=O)N2CCOCC2)CC1)c1ccccc1	10.8	0.6	8.5	1.2	-7.5	-2.4	-2.7	-2.2	2.5
6	CN(C)CCNC(=O)c1cc2c(s1)-c1ccccc1OC2	-119.6	4.5	1.4	-64.6	i	-53.2	8.3	9.7	-0.6
7	O=C1NCCC/C1=N/Nc1ccc(F)cc1	0.3	3.4	-1.9	2.2	0.0	2.0	29.3	0.7	-2.1
8	CCN(Cc1nc(-c2cccc(Cl)c2)no1)CC1CCCO1 (centres undefined)	6.5	-3.2	-3.0	-0.2	nt	-1.2	5.4	-3.2	-0.5
9	O=C(CSCCO)Nc1nccs1	-4.6	-1.1	-7.7[fluorescence artefact?]	-7.2	-20.6	2.4	4.4	0.0	-2.4
10	CCC(C)c1ccc(NC(=S)NCc2cccnc2)cc1 (centres undefined)	9.1	2.0	-10.5[fluorescence artefact?]	4.4	-3.5	-2.5	1.5	3.4	2.4
11	CCN1CCc2nc3ccccc3c(C(=O)Nc3ccc(NC(C)=O)cc3)c2C1	9.0	-1.2	-1.7	5.4	-6.4	-3.6	0.4	-2.3	3.0
12	CCOC(=O)COc1cc(N2C(=O)CSCC2=O)c(Cl)cc1Cl	-2.1	0.3	-3.7	-9.3	-1.5	-4.0	-0.6	-0.2	-3.0
13	C/C=C(\C)CN1CCN(c2ccccc2F)CC1	0.7	1.2	13.5	3.8	6.1	2.7	-0.5	-2.7	-2.3
14	CC(CC#CCN1CCOCC1)OCCC#N (centres undefined)	4.0	-3.5	-17.9	9.5	5.9	6.0	0.5	-1.3	-0.6
15	Cc1nc2sc(C(c3ccco3)N3CCC(Cc4ccccc4)CC3)c(O)n2n1 (centres undefined)	11.1	3.5	1.2	0.8	-2.9	-5.7	0.9	-2.2	0.9
16	Cc1cc(C(=O)COC(=O)C2=NNC(=O)CC2)c(C)n1-c1ccccc1	-0.7	3.6	-4.6[fluorescence artefact?]	-5.4	-8.6	-4.0	-17.9	-1.7	1.4
17	CCOc1ccccc1-n1c(SCC(=O)Nc2nccs2)nnc1-c1ccoc1C	13.2	-0.6	-5.7	8.7	-4.4	2.2	1.9	4.6	2.3
18	COc1ccc(CN2CCN(C(=O)C3CCC(CNS(=O)(=O)c4ccc(C)cc4)CC3)CC2)c(OC)c1OC (centres undefined)	6.2	-8.8	10.1	-3.4	2.1	-2.8	18.3	-2.5	-0.2
19	COc1ccc(CCc2nnc(CCC(=O)N(C)Cc3ccnc4ccccc34)o2)cc1	6.3	-1.2	-11.5	-1.5	-1.2	-10.0	18.8	0.4	2.2
20	O=S(=O)(NC1CCCC1)c1ccc(Br)s1	6.6	-0.7	-5.8[fluorescence artefact?]	-9.3	3.3	-4.7	0.7	1.0	-0.6
21	COc1ccc(/C=C/C(=O)c2ccc[nH]2)cc1OC	22.6	-14.9	10.5	2.4	-9.8	-5.9	3.0	-55.1	1.4
22	CC(=O)c1cccc(N2C(=O)Nc3ccccc3N2O)c1	9.1	0.2	-5.7	0.0	2.6	1.9	44.6	-0.1	-0.6
23	CC1(C)CC(=O)C/C(=N/NC(=O)C2CCN(S(=O)(=O)c3cccs3)CC2)C1	7.4	1.1	-7.3[fluorescence artefact?]	1.1	-13.6	-4.4	5.4	-3.0	2.3
24	CC1CCN(CCOCCOc2ccccc2Br)CC1	11.7	2.2	16.2	-1.4	nt	-2.7	6.3	-1.1	-3.7
25	O=C(COc1cccc(-n2cnnn2)c1)NCCC1=CCCCC1	9.1	-2.4	-6.2	-8.2	-9.0	12.9	-0.5	2.6	-1.6
26	O=c1nc2n(c3ncccc13)CCCCC2	29.1	0.5	6.0	36.4	21.2	17.4	8.6	4.5	-0.3
27	COc1ccc(N2CCN(C(=O)C3(C)CC3(Cl)Cl)CC2)cc1 (centres undefined)	6.7	0.4	-11.0[fluorescence artefact?]	5.5	-8.5	-0.9	-0.2	1.4	0.3
28	CCN(CC)C(=O)N1c2ccccc2CC(N(CC)CC)c2ccccc21 (centres undefined)	10.3	-2.3	-0.6[fluorescence artefact?]	-3.6	-11.8	0.2	-1.0	5.7	-1.2
29	NS(=O)(=O)c1cccc(NC(=O)CSc2nc3ccccc3c(=O)n2CCCN2CCOCC2)c1	15.7	0.6	-5.0	9.7	3.9	-3.9	2.7	1.0	3.5
30	O=S(=O)(c1ccc(Br)s1)N1CCN(c2ccccn2)CC1	9.4	1.3	85.3*	-10.1	2.9	-2.0	1.5	1.6	1.9
31	NNC(=O)CSCc1ccc(Cl)cc1Cl	1.9	2.2	-11.2	-5.2	-5.4	-4.2	22.7	1.2	0.8
32	CCOC(=O)C1CCN(C(=O)Nc2ccc(OCc3ccccc3)cc2)CC1	-2.2	1.1	-0.3	1.8	1.3	0.4	13.6	-6.8	1.8
33	Cc1cc(Oc2ccccc2)nc(-c2ccccc2O)n1	11.7	0.2	7.8	5.0	-17.2	-1.7	0.1	4.9	-0.2
34	COc1ccc(NC(C)c2cc(Cl)ccc2O)cc1 (centres undefined)	6.5	2.7	-12.0	4.9	-2.6	-1.9	1.7	-4.3	1.7
35	CC(C)C(=O)NC(=S)Nc1ccccc1C(=O)NC1CCCCC1	10.9	1.8	-7.0[fluorescence artefact?]	2.0	-9.3	-1.7	-7.6	-3.7	0.6
36	O=C1N/C(=N/Nc2ccccc2)S/C1=C\c1ccccc1	-2.3	2.4	-3.7[fluorescence artefact?]	-7.1	-2.7	-1.5	2.5	-6.2	-2.6
37	O=C(CCn1c(=O)oc2ccccc21)NC1=NCCS1	11.8	-3.8	0.6	8.2	0.8	3.4	1.0	1.2	-0.6
38	COc1ccc(N2CCN(C(=O)CN(c3ccc(Br)cc3)S(C)(=O)=O)CC2)cc1	9.9	1.1	-7.7[fluorescence artefact?]	2.8	-9.9	3.3	-0.1	-0.4	-2.8
39	COc1ccc(CSCCc2n[nH]c(=S)n2-c2ccccc2)cc1C	7.1	-20.8	-16.7	-0.8	-2.6	-4.9	9.4	-16.5	-0.8
40	CN1CCN(C(=O)C2=C[C@H](c3ccc4c(c3)OCO4)C[C@H](OCc3ccc(CO)cc3)O2)CC1	0.2	-0.4	-4.5	-4.9	-4.3	-5.8	-16.8	4.1	-0.3
41	CC(C)(C)C(=O)OCc1nc(-c2ccc(Cl)cc2)cs1	5.9	0.1	1.2	-6.2	-4.0	0.4	5.5	-1.6	-3.5
42	CC(C)NS(=O)(=O)c1ccc(NC(=O)C2CC3C=CC2C3)cc1 (centres undefined)	0.9	-1.4	-7.9	7.1	2.5	1.7	-0.5	-3.3	1.4
43	CCN(CCCNC(=O)CC(C(=O)N1CCc2ccccc21)n1ccnc1)c1cccc(C)c1 (centres undefined)	9.1	-2.9	-16.6	1.4	-0.3	1.6	0.8	-7.7	0.0
44	N/C(=N\OS(=O)(=O)c1ccc2ccccc2c1)c1cccnc1	6.0	-0.1	1.5	-4.1	nt	-3.6	1.8	1.9	4.3
45	Oc1csc(Cc2nc(-c3ccccc3F)cs2)n1	4.6	4.7	-9.8	1.4	-13.3	4.7	13.0	-11.6	0.9
46	c1cncc(-c2nc(-c3cccs3)cs2)c1	4.7	-1.5	58.2	-7.4	-18.1	-5.1	1.1	-1.2	-0.1
47	O=C1c2cc3ccccc3c(-c3ccccc3)c2C(=O)N1c1ccccn1	-0.7	-1.6	-11.0[fluorescence artefact?]	-4.9	-8.3	-6.1	-5.6	4.3	-1.9
48	Cn1c(=O)n(CC(=O)Nc2ccc(F)cc2)c2ccccc21	-13.8	0.2	-10.3	-7.3	2.1	-6.1	6.9	0.8	0.9
49	Cc1nc2ccccc2nc(=O)c1NNc1ccccc1	11.7	0.1	-7.6[fluorescence artefact?]	6.1	-11.5	0.0	101.0*	-3.0	3.1
50	O=C(c1ccccc1)c1nc2ccccc2[nH]c1=O	14.7	-1.9	-1.3	0.8	-3.0	2.3	2.1	-3.2	0.7

The list goes on.
entry	molecule	FXIIa inh 1536	Runt-CBFb FRET	14-3-3 Bad PPI	FXIa inh	hK5 inh	Thrombin inh	Hck Nef HTS	Runt-SMMHC FRET	Wee1 degr inh
51	CCCN(CCC)CCOc1cc(C)ccc1C(C)C	11.3	-3.7	56.2[fluorescence artefact?]	6.8	-12.6	1.2	5.1	0.4	-1.9
52	CCCCn1c(SCC(=O)N(CC)C2CCS(=O)(=O)C2)nc2cc(S(N)(=O)=O)ccc21 (centres undefined)	15.8	-1.0	-9.0	8.8	2.7	7.3	18.1	-0.6	0.7
53	Cc1ccc(C2NC(=O)c3ccccc3N2)s1 (centres undefined)	19.2	-1.6	18.4	2.9	-14.8	0.9	1.0	-3.7	6.2
54	CCCCn1c(=S)[nH]c2cc(S(=O)(=O)N3CCCCC3)ccc21	11.0	1.0	-9.5	-7.6	-11.2	-4.5	1.2	-0.8	0.8
55	CNC(=S)N(C)[C@H]1c2c(ccc3ccccc23)OC[C@H]1CO	10.3	-0.5	-21.2	6.4	-4.1	-9.7	24.7	-2.6	4.7
56	CCn1cc([N+](=O)[O-])c(C(=O)N2N=C(c3ccccc3)CC2c2ccc([N+](=O)[O-])cc2)n1 (centres undefined)	8.4	-4.0	13.0	8.7	-3.2	-1.4	3.0	-0.7	1.8
57	O=C(Cc1ccc(Cl)c(Cl)c1)Nc1cccc2ncccc12	27.4	0.5	-3.6	9.7	13.1	25.5	7.1	3.4	1.5
58	COCCN(C(=O)CCl)C(C(=O)NC1CCCCC1)c1ccccc1C (centres undefined)	0.4	0.3	3.3	-7.4	-19.2	-4.9	-0.5	-2.1	2.8
59	COc1ccc(NC(=O)/C=C/c2cccc(F)c2)cn1	8.6	-2.7	-11.4	3.3	-18.4	-7.1	0.1	-7.0	5.6
60	COc1ccc(CCNc2ccc(C(CC(N)=O)NC(=O)Cc3cccc4ccccc34)cc2[N+](=O)[O-])cc1 (centres undefined)	5.1	-5.3	8.3	-1.1	-0.3	-5.3	34.9	-7.2	nt

No enrichment for hits; any-hit rate near 4.2%.
